HePTP inh: human HePTP phosphatase inhibition | inhibition, % at 20 µM | hit rate 0.64% among 110,000 | recombinant HePTP phosphatase activity, OD absorbance | P35236; in the data active = inhibition above about 50%;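 note: plate controls were vehicle for no effect and reference inhibitor for full effect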
Target sequence (P35236 whole entry, looked up): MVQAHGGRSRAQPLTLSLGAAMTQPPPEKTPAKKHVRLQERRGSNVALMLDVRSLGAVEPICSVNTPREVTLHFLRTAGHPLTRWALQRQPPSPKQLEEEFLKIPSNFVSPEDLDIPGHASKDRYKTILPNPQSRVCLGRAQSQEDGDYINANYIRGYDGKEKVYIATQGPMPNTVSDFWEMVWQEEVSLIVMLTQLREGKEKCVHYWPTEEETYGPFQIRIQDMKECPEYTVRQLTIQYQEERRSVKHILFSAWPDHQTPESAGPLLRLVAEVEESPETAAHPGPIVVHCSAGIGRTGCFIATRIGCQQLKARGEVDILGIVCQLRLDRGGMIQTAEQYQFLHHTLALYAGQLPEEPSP
BAP1 inh: blocks human BAP1 ubiquitin-AMC hydrolysis | Q92560 | recombinant BAP1, Ub-AMC hydrolysis fluorescence kinetic; hits give low values | activity remaining (% of control), % at 20 µM | hit rate 0.48% among 72,000 | AID 436;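 active = activity remaining at or below 50% of control, provided the compound also passes the data quality filters; inactive = the rest, including low values that fail the filters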;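 note: 100% = DMSO wells rate and 0% = substrate alone blank rate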
Target sequence (Q92560 whole entry, looked up): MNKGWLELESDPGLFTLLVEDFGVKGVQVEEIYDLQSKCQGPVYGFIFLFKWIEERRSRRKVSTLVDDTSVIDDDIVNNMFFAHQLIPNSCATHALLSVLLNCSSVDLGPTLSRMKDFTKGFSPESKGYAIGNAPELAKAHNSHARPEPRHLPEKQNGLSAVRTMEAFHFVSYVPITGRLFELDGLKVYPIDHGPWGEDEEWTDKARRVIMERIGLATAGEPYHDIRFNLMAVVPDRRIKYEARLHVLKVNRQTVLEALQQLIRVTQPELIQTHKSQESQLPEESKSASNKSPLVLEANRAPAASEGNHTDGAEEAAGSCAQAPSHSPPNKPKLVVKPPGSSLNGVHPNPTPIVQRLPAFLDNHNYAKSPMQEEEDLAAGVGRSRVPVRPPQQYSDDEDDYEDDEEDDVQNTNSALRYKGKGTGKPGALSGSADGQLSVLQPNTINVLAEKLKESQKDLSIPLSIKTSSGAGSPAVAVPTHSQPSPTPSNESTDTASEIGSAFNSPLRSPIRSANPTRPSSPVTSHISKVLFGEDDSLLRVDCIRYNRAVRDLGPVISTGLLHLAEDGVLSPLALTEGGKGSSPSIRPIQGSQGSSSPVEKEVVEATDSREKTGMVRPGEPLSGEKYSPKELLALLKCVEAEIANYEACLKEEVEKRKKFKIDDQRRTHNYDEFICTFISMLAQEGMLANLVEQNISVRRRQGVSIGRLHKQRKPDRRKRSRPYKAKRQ
The depositor's hits bear a star; & = joins results of further samples.

Results for Cc1cc(=O)oc(C)c1C(=O)NCc1ccccn1 ?
HePTP inh: -12; BAP1 inh: 75

How did COc1ccc(Cl)cc1C(=O)Nc1cc(=O)n(C)c(=O)n1C do in these assays?
HePTP inh: -1; BAP1 inh: 97

What do the screens show for `CCOC(=O)Cc1nnc(NC(=O)c2cccs2)s1`?
HePTP inh: 2

Results for CCc1c(C)sc(NC(=O)CCc2ccc(OC)cc2)c1C#N ?
HePTP inh: 0

How did COc1ccc(CCNS(=O)(=O)c2ccc([N+](=O)[O-])cc2)cc1OC do in these assays?
HePTP inh: 4

What do the screens show for `CCn1c(=O)cc(SCC(=O)N2CCCCC2)c2ccccc21`?
HePTP inh: -8; BAP1 inh: 76

Results for N#Cc1nc(-c2ccco2)oc1NCc1cccnc1 ?
HePTP inh: 1; BAP1 inh: 75

What do the screens show for `N#CC(C#N)=C1C(=O)N(Cc2ccc3c(c2)OCO3)c2ccccc21`?
HePTP inh: -4

What do the screens show for `CCOC(=O)c1sc2ncc([N+](=O)[O-])c(NC)c2c1N`?
HePTP inh: -1

What do the screens show for `Cc1cc(C=O)c(C)n1-c1ccc2ccccc2c1`?
HePTP inh: 9

Results for COc1ccc(NC(=O)CN(c2ccc(C(C)C)cc2)S(=O)(=O)c2ccccc2)c(OC)c1 ?
HePTP inh: -4

What do the screens show for `CCc1ccc(NC(=O)C(=O)NCCN2CCOCC2)cc1`?
HePTP inh: 7

Among those listed so far, 6 contain sulfur.
What do the screens show for `CCOC(=O)Cc1nnc(NC(=O)c2cccs2)s1`?
HePTP inh: 2

Results for CCc1c(C)sc(NC(=O)CCc2ccc(OC)cc2)c1C#N ?
HePTP inh: 0

How did COc1ccc(CCNS(=O)(=O)c2ccc([N+](=O)[O-])cc2)cc1OC do in these assays?
HePTP inh: 4

What do the screens show for `CCn1c(=O)cc(SCC(=O)N2CCCCC2)c2ccccc21`?
HePTP inh: -8; BAP1 inh: 76

What do the screens show for `CCOC(=O)c1sc2ncc([N+](=O)[O-])c(NC)c2c1N`?
HePTP inh: -1

Results for COc1ccc(NC(=O)CN(c2ccc(C(C)C)cc2)S(=O)(=O)c2ccccc2)c(OC)c1 ?
HePTP inh: -4

The listing picks up, repeating the 2 entries before the break.
Results for COc1ccc(NC(=O)CN(c2ccc(C(C)C)cc2)S(=O)(=O)c2ccccc2)c(OC)c1 ?
HePTP inh: -4

What do the screens show for `CCc1ccc(NC(=O)C(=O)NCCN2CCOCC2)cc1`?
HePTP inh: 7

How did CCOc1ccccc1CNc1nc2nc3c(c(=O)n2[nH]1)CCC3 do in these assays?
HePTP inh: -9; BAP1 inh: 120

How did O=C(O)/C(=C/c1c(C(=O)O)[nH]c2cc(Cl)cc(Cl)c12)c1ccccc1 do in these assays?
BAP1 inh: 84

What do the screens show for `COc1ccc(C(=O)N2CCN(C3C4CC5CC(C4)CC3C5)CC2)cc1OC` (stereo not given)?
HePTP inh: -7

What do the screens show for `O=C(Nc1ccccc1C(=O)N1CCN(Cc2ccccc2)CC1)c1ccco1`?
HePTP inh: 1

Results for CC1CCN(c2nc3c(c(=O)[nH]c(=O)n3C)n2CCSc2ncccn2)CC1 ?
HePTP inh: 13; BAP1 inh: 94

What do the screens show for `Cc1ccc(C)c(NC(=O)c2ccccc2F)c1`?
HePTP inh: -1

What do the screens show for `Cc1nn(-c2ccccc2)c(Cl)c1C(=O)NCC(=O)O`?
HePTP inh: -2; BAP1 inh: 108

What do the screens show for `O=C1CC(c2ccc(S(=O)(=O)NCCOc3ccccc3)cc2)CN1` (stereo not given)?
HePTP inh: 1; BAP1 inh: 162

Results for Nc1c(NCc2ccccc2F)c(=O)[nH]c(=O)n1Cc1ccccc1 ?
HePTP inh: 2

Results for CC(C)(C)c1[nH]nc2c1C(c1ccncc1)C(C#N)=C(N)O2 (stereo not given) ?
HePTP inh: 4; BAP1 inh: 91

How did Cn1c(SCC(=O)Nc2cccc3ccccc23)nc(O)cc1=O do in these assays?
HePTP inh: 8; BAP1 inh: 75

What do the screens show for `CCOC(=O)c1ccc(NC(=O)c2ccc(OCC)c(Cl)c2)cc1`?
HePTP inh: 4

How did NNc1cc(-c2ccccc2O)nc(-c2ccccc2)n1 do in these assays?
HePTP inh: 6

How did CCOC(=O)Cn1c(=O)sc2ccccc21 do in these assays?
HePTP inh: 10; BAP1 inh: 101

What do the screens show for `COc1cc(/C=C/c2nc(O)c([N+](=O)[O-])c(=O)[nH]2)ccc1OCc1ccccc1`?
HePTP inh: 44

What do the screens show for `Cn1c(/N=C/c2c(O)ccc3ccccc23)nc2ccccc21`?
HePTP inh: 4; BAP1 inh: 100

What do the screens show for `COc1ccc(NC(=O)CN(c2ccc(Cl)cc2)S(C)(=O)=O)cc1OC`?
HePTP inh: 0

What do the screens show for `COc1cc(C(=O)NCC(=O)O)cc(OC)c1OC`?
BAP1 inh: 73

How did CCN1C(=O)/C(=C/N(C)C)c2ccccc21 do in these assays?
HePTP inh: -2; BAP1 inh: 85

What do the screens show for `O=C(NCc1cccnc1)C1c2ccccc2C(=O)N1C1CCCC1` (stereo not given)?
HePTP inh: -6; BAP1 inh: 94

How did O=C(/C=C/c1ccco1)Nc1cc(Cl)ccc1C(=O)O do in these assays?
HePTP inh: 102*

How did CCOC(=O)C1=C(C)N=C2SCCC(=O)N2C1c1cccs1 (stereo not given) do in these assays?
HePTP inh: 8; BAP1 inh: 90

How did Cc1ncsc1C(=O)NCc1ccc(N2CCCC2=O)cc1 do in these assays?
HePTP inh: 1; BAP1 inh: 115

Results for CCOc1ccc(NC(=O)CSc2nnc(Cc3cccn3C)n2-c2ccc(OC)cc2)cc1 ?
HePTP inh: 15; BAP1 inh: 93

How did S=C(c1ccc(-c2ccc(Cl)cc2Cl)o1)N1CCN(c2ccccc2)CC1 do in these assays?
HePTP inh: 11

How did COc1ccc(CSc2nc3ccccc3o2)cc1 do in these assays?
HePTP inh: -2

What do the screens show for `COC(=O)c1c(C)oc2ccc(N(C(=O)c3ccncc3)S(=O)(=O)c3cccc([N+](=O)[O-])c3)cc12`?
BAP1 inh: 114

What do the screens show for `Clc1ccccc1-c1nnc2sc(-c3cccs3)nn12`?
HePTP inh: 5

What do the screens show for `O=C1CCCc2c1[nH]c1ccccc21`?
HePTP inh: 16; BAP1 inh: 96

Results for O=C(Nc1ccc([N+](=O)[O-])cc1)c1cccc(F)c1 ?
BAP1 inh: 86

How did COc1cccc(OCCOc2cccc(/C=C3/SC(=S)N(Cc4ccccc4)C3=O)c2)c1 do in these assays?
HePTP inh: 2

How did NC(=O)CN(c1ccc(Cl)cc1)S(=O)(=O)c1ccccc1 do in these assays?
HePTP inh: -9; BAP1 inh: 109

What do the screens show for `COC(=O)c1[nH]c2ccccc2c1NC(=O)CN1CCN(Cc2ccc3c(c2)OCO3)CC1`?
HePTP inh: -10; BAP1 inh: 67

How did Cc1ccc(S(=O)(=O)N(C)Cc2ccc(-c3nnc4n3CCC4)cc2)cc1 do in these assays?
HePTP inh: -5; BAP1 inh: 106

Results for Cc1cc(C)nc(NS(=O)(=O)c2ccc(NC(=S)NC(=O)/C=C/c3ccc([N+](=O)[O-])cc3)cc2)n1 ?
HePTP inh: -5

How did O=C(/C(=C\c1ccc([N+](=O)[O-])cc1)n1cncn1)c1ccc(Cl)cc1Cl do in these assays?
HePTP inh: 8

How did Cc1ccc(-c2cc(C(=O)N/N=C/c3ccc([N+](=O)[O-])cc3)[nH]n2)cc1 do in these assays?
HePTP inh: 8

Results for Cc1nc2scc(-c3ccccc3)c2c(=O)n1/N=C/c1ccco1 ?
HePTP inh: 6

What do the screens show for `O=C(CSCC(=O)Nc1ccccc1-c1ccccc1)Nc1ccccc1`?
HePTP inh: 13

Results for CC(C)N1CC(C(=O)Nc2nc3ccccc3s2)CC1=O (stereo not given) ?
HePTP inh: 8; BAP1 inh: 116

Results for COc1ccc(-n2c(=O)c3c4c(sc3n3cnnc23)CC(C)CC4)cc1 (stereo not given) ?
HePTP inh: 37; BAP1 inh: 96

Results for O=[N+]([O-])c1ccccc1C1N(c2ccccc2)CCN1c1ccccc1 ?
HePTP inh: -6

Results for COc1ccc(NC(=O)C2=C(C)NC(=O)NC2c2ccc(Br)cc2)cc1 (stereo not given) ?
HePTP inh: -1

What do the screens show for `Cc1ccc(-c2nc3ccccc3c(=O)n2CCCn2ccnc2)cc1`?
HePTP inh: -1&6; BAP1 inh: 88

What do the screens show for `C=CCOc1ccc(/C=C2/C(=O)NC(=O)N(c3ccc(C)cc3)C2=O)cc1OCC`?
HePTP inh: 6

What do the screens show for `Cc1ccc(NC(=O)CS(=O)CC(=O)NCC2CCCO2)cc1` (stereo not given)?
HePTP inh: -5; BAP1 inh: 106

How did COC(=O)C1=C(C(=O)OC)SC(=C2C(=S)C(C)(C)N(C(=O)c3ccc4ccccc4c3)c3ccccc32)S1 do in these assays?
HePTP inh: 13

Results for Cn1ncc(N=Cc2ccccc2)c1C(N)=O ?
HePTP inh: 1; BAP1 inh: 67

How did CC(C)c1ccc(/C=N/N=C2/NC(=O)C(Cc3ccccc3)S2)cc1 (stereo not given) do in these assays?
HePTP inh: -14

How did O=C(Nc1c(F)cc(F)cc1Br)c1cc(-c2ccco2)on1 do in these assays?
HePTP inh: 5; BAP1 inh: 103

What do the screens show for `Cc1cccc(OCc2nnc3n2CCCCC3)c1`?
HePTP inh: -9; BAP1 inh: 103

What do the screens show for `Nc1ccc2nc(SCC(=O)Nc3cccc(C(F)(F)F)c3)sc2c1`?
HePTP inh: 3

Results for COc1ccc(S(=O)(=O)N2Cc3ccccc3CC2C(=O)N2CCOCC2)cc1OC (stereo not given) ?
HePTP inh: 9; BAP1 inh: 94

How did CC(=O)N1C(=O)N(C(C)=O)C2C1N(C(C)=O)C(=O)N2C(C)=O (stereo not given) do in these assays?
HePTP inh: 3; BAP1 inh: 100

How did COc1ccccc1N1CCN(S(=O)(=O)c2ccc(Br)cc2)CC1 do in these assays?
HePTP inh: -5

What do the screens show for `O=C1/C(=C/C=C/c2ccccc2)SC(=S)N1c1ccc(F)cc1`?
HePTP inh: 1

Results for O=C(NC(=S)Nc1ccc([N+](=O)[O-])cc1O)c1ccc(Br)cc1 ?
HePTP inh: 8

Results for O=C1C(=O)N(Cc2cccnc2)C(c2ccc(Br)cc2)/C1=C(\O)c1ccccc1 (stereo not given) ?
HePTP inh: -4; BAP1 inh: 118

Results for COc1ccc(NC(=O)c2ccc(OCC(C)C)cc2)cc1 ?
HePTP inh: -10

What do the screens show for `Cc1cccc(C(=O)Nc2nc3ccc(Br)cc3s2)c1`?
HePTP inh: 4

What do the screens show for `CCOC(=O)C1=NN(C(=O)c2cccc(C)c2)C(O)(c2ccc(Cl)cc2)C1` (stereo not given)?
HePTP inh: -1

How did C=CCNS(=O)(=O)c1ccc(OCC(=O)OC)cc1 do in these assays?
HePTP inh: 13; BAP1 inh: 128

Results for COc1ccc(C(=O)c2coc3ccc(O)cc23)cc1 ?
HePTP inh: 8

How did COC(=O)C1(S(=O)(=O)c2ccc(Br)cc2)CCCC1 do in these assays?
HePTP inh: 3

How did COc1ccccc1N1CCN(C(=O)c2cc(-c3ccccc3Cl)nc3ccccc23)CC1 do in these assays?
HePTP inh: 8

What do the screens show for `NC1=NC(=O)C(Cc2cccc(C(F)(F)F)c2)S1` (stereo not given)?
HePTP inh: 4

How did O=C(c1noc2c1CCc1ccccc1-2)N1CCOCC1 do in these assays?
HePTP inh: 8; BAP1 inh: 95

Results for COC(=O)c1sccc1NC(=O)c1cccc(OC)c1 ?
HePTP inh: 5

What do the screens show for `COc1cccc(/C=N\NC(=O)CNc2ccccc2C)c1`?
HePTP inh: 7

Results for O=C(CSc1nnc(-c2ccc(Br)cc2)o1)Nc1cccc2ccccc12 ?
HePTP inh: 0; BAP1 inh: 50

What do the screens show for `COc1cccc(/C=N/NC(=O)c2cc(C34CC5CC(CC(C5)C3)C4)[nH]n2)c1`?
HePTP inh: -3

What do the screens show for `Cc1ccc(NC2=C(Cl)C(=O)N(c3ccccc3Cl)C2=O)c(C)c1`?
HePTP inh: 5

Results for CN(C)c1ccc(/C=N/NC(=O)Cn2c3ccccc3c(=O)c3ccccc32)cc1[N+](=O)[O-] ?
HePTP inh: 9

Results for CC(=O)N(Cc1cccnc1)Cc1cc2ccccc2[nH]c1=O ?
HePTP inh: 2; BAP1 inh: 93

How did CC1=C(C(=O)OC2CCCCC2)C(c2cc3c(cc2[N+](=O)[O-])OCO3)C2=C(CC(C)(C)CC2=O)N1 (stereo not given) do in these assays?
HePTP inh: 10

How did Cc1ccc(C(=O)Nc2ccc(I)cc2)cc1[N+](=O)[O-] do in these assays?
HePTP inh: -16

Results for C=C(C)C1CCC(C)=C1CC/C(C)=N/NC(N)=S (stereo not given) ?
HePTP inh: -14

Results for C=CCn1c(SCC(=O)NCCCN2CCOCC2)nc2sc3c(c2c1=O)CCCC3 ?
HePTP inh: 7

What do the screens show for `CC(=O)c1ccc(NC(=O)c2ccc3c(c2)C(=O)N(c2ccc(C)c(C)c2)C3=O)cc1`?
HePTP inh: 10

How did CN1CCN(Cc2nc3c(c(=O)[nH]c(=O)n3C)n2Cc2c(F)cccc2Cl)CC1 do in these assays?
HePTP inh: -14; BAP1 inh: 95

How did Cc1ccsc1C1C2=C(CC(C)(C)CC2=O)OC2=C1C(=O)CC(C)(C)C2 do in these assays?
BAP1 inh: 121

Results for CCCC(=O)Nc1nc2ccc(S(N)(=O)=O)cc2s1 ?
HePTP inh: 9; BAP1 inh: 89

Results for CCOC(=O)CSc1nnc(NCC(=O)OC)c(=O)[nH]1 ?
BAP1 inh: 195

An excerpt from above in order of molecular weight, rising.
Results for CCOC(=O)CSc1nnc(NCC(=O)OC)c(=O)[nH]1 ?
BAP1 inh: 195

How did CN1CCN(Cc2nc3c(c(=O)[nH]c(=O)n3C)n2Cc2c(F)cccc2Cl)CC1 do in these assays?
HePTP inh: -14; BAP1 inh: 95

How did CC1=C(C(=O)OC2CCCCC2)C(c2cc3c(cc2[N+](=O)[O-])OCO3)C2=C(CC(C)(C)CC2=O)N1 (stereo not given) do in these assays?
HePTP inh: 10
